SUMO1 PPI mod – modulators of SUMO1 protein-protein interactions, primary screen, biochemical, uHTS. Small ubiquitin-related modifier 1 (Homo sapiens), P63165. AID 602429, 2012. 360,000 tested, 0.33% active. SUMO1 binding to a labelled peptide, TR-FRET, 1 h. inhibition, % at 20 µM; in the data active means inhibition above about 37%
DNMT1 block – human DNMT1 methyltransferase inhibitors, primary screen, biochemical, molecular beacon, fluorescence, HinP1I cleavage, uHTS; DNA (cytosine-5)-methyltransferase 1 (Homo sapiens), P26358; inhibition (reported as % activation of signal), % at 10 µM; 360,000 tested, 0.83% active; AID 588458, 2011; in the data active means inhibition above about 50%
Target sequence (P26358 504-1616 limits assumed): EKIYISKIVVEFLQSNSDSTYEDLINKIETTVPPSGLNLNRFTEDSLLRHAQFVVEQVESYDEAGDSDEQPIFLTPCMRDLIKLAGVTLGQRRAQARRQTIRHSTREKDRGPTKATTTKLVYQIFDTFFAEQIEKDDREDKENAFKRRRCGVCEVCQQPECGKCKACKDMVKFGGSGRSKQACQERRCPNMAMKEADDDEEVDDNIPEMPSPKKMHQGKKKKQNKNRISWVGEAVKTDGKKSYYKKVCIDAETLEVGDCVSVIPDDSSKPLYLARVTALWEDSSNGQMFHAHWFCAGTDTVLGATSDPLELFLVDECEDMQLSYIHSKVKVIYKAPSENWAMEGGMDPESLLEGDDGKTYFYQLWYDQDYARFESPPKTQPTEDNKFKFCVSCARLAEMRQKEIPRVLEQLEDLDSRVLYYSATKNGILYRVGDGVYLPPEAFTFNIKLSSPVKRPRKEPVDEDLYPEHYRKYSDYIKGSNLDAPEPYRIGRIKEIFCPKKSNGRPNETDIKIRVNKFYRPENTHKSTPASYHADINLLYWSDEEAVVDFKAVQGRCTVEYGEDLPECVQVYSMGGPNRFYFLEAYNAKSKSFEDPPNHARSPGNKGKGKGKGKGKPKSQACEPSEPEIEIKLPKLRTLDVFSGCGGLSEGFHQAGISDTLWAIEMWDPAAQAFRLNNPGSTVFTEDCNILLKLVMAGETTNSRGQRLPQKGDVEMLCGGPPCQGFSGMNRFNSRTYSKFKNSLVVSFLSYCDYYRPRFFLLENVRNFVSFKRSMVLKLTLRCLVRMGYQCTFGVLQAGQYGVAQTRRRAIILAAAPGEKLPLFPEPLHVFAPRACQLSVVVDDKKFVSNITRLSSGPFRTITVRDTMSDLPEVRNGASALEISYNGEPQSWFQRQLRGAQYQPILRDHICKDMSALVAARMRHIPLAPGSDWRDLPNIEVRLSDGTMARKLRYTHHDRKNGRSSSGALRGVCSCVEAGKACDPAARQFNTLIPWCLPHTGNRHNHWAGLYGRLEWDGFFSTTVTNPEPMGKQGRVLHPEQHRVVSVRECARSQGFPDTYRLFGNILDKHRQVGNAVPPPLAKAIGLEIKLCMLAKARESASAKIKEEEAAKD
NadD block – inhibitors of S. aureus NadD, primary screen, biochemical, colorimetric, uHTS; 360,000 tested, 0.78% active; purified NadD enzyme, colorimetric absorbance read-out; inhibition, % at 20 µM; in the data active means inhibition above about 26%; further: some compounds past the cut are filed as inactive
Scp1 inh – Scp-1 phosphatase inhibitors, primary screen, biochemical, colorimetric, uHTS; Carboxy-terminal domain RNA polymerase II polypeptide A small phosphatase 1 (Homo …; Recombinant Scp1, phosphopeptide, malachite green phosphate absorbance; inhibition, % at 20 µM; 340,000 tested, 0.88% active;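 active means inhibition above about 50% at 20 µM, limit read from the data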;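 further: plate controls were DMSO wells with enzyme for no effect and wells lacking enzyme for full effect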
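Times: enzyme reaction 45 min at room temperature, colour 5 min, stabilisation 30 min. Material: SCP-1 catalytic fragment, aa 76-261. Medium: Acidic Tris acetate buffer with magnesium and detergent. Signal: colorimetric free-phosphate detection, absorbance 630 nm. Read-out basis: % inhibition of SCP-1 phosphate liberation. Reagent: Phosphorylated 17-residue peptide substrate.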
STEP inh – STEP phosphatase inhibitors, primary screen, biochemical, fluorescence intensity, uHTS; 360,000 tested, 0.25% active; AID 588621, 2011; inhibition, % at 20 µM; Tyrosine-protein phosphatase non-receptor type 5 (Homo sapiens), P54829; recombinant STEP, OMFP fluorogenic substrate;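 active means inhibition at 20 µM, scaled per plate between control wells, above about 37%, limit read from the data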;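 further: 0% = DMSO with enzyme and substrate and 100% = substrate only without enzyme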
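System: STEP phosphatase, cell-free reaction; Buffer or medium: Bis-Tris pH 6.0 buffer with DTT, detergent; Incubation: 20 min at room temperature, dark; Measured by: fluorescence, 480/540 nm.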
Rpn11 inh – Rpn11 (PSMD14) deubiquitinase inhibitors, primary screen, biochemical, fluorescence polarization, uHTS; 26S proteasome non-ATPase regulatory subunit 14 (Homo sapiens), O00487; human 26S proteasome, Ub4-pepOG fluorescence polarization; 20S core pre-blocked with epoxomicin; calls only at 20 µM; 360,000 tested, 0.59% active; AID 588493, 2011;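 active means inhibition at 20 µM, scaled to each plate's controls, above about 33%, limit read from the data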
CendR NRP1 mod – modulators of CendR peptide binding to NRP-1, primary screen, biochemical, fluorescence polarization, uHTS. Neuropilin-1 (Homo sapiens), O14786. FAM-RPARPAR peptide binding to NRP-1. inhibition, % at 25 µM. 360,000 tested, 0.85% active. AID 602438, 2012;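 active means inhibition or corrected inhibition above about 18%, plus a signal ratio from 0.5 to 1.5, limit read from the data, passing the limit was not always enough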; further: strong numbers were not always called active
LMPTP block – LMPTP phosphatase inhibitors, primary screen, biochemical, fluorescence intensity, uHTS | Low molecular weight phosphotyrosine protein phosphatase (Homo sapiens), P24666 | recombinant LMPTP-A, OMFP fluorogenic substrate | inhibition, % at 20 µM | 360,000 tested, 0.22% active | AID 651560, 2012;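 active means compounds that cut the enzyme signal by at least half of the control window in the single-dose screen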;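 further: plate controls were DMSO wells with enzyme plus substrate for no effect and substrate without enzyme for full effect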
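Test system: LMPTP-A phosphatase enzyme. Amount: LMPTP-A at 0.625 nM final in the reaction. Reagent: OMFP substrate, 400 µM final. Times: 50 min at room temperature. Signal: endpoint fluorescence intensity from OMFP dephosphorylation. Read-out basis: % inhibition. Benchmarks: no-enzyme and uninhibited controls.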
SKN-1 block – suppressors of acrylamide-induced Pgst-4::GFP reporter in worms, primary screen, SKN-1 inhibitor project, whole organism, uHTS, GFP/RFP fluorescence ratio, strain VP596. C. elegans VP596 Pgst-4::GFP/RFP ratio, 24 h. inhibition, % at 21.8 µM. 360,000 tested, 0.49% active. AID 624304, 2012;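 active means interference check ratio from 0.5 to 1.5 plus GFP to RFP signal ratio inhibition reaching or exceeding a fixed threshold, cut at about 30% in these data, passing the limit was not always enough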; further: some compounds called inactive have numbers as strong as hits
MT1-MMP act inh – blockers of MT1-MMP proenzyme processing, primary screen, HT1080 RFP-PRO-GFP cells, GFP/RFP fluorescence. GFP/RFP ratio fluorescence, overnight; percent of plate control window, DMSO zero. 360,000 tested, 0.061% active. GFP/RFP ratio change, % at 20 µM;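 active means GFP/RFP ratio change of at least 30% with cell ATP level not reduced by more than half and red fluorescence within 50% of control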; further: strong numbers were not always called active
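Test system: HT1080 cells expressing an RFP-PRO-GFP fluorescent reporter construct / Compound dosing: single-point 20 µM compound, 1% DMSO / Schedule: cells overnight before dosing, compound overnight, 37 °C, 5% CO2 / Evaluation: GFP/RFP fluorescence ratio / Control set: DMSO and RFP-L50D-GFP cell wells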
Starred values were filed as active, the others as inactive; i = inactive; . = not tested or not shown. Compounds as they come; overall some 3.9% were active at least once.

SMILES	SUMO1 PPI mod	DNMT1 block	NadD block	Scp1 inh	STEP inh	Rpn11 inh	CendR NRP1 mod	LMPTP block	SKN-1 block	MT1-MMP act inh
CCCCn1c(N)c(N(CCOC)C(=O)CCC2CCCCC2)c(=O)[nH]c1=O	-1.6	4.2	-0.9	-2.2	-0.3	i	-9.7	-0.9	-18.1	-3.5
Cc1nc(N2CCC(C(N)=O)CC2)c2nnn(Cc3ccccc3)c2n1	3.2	-1.9	-0.3	-6.1	0.5	i	-2.5	-1.4	-4.5	-0.6
O=C(NC(Cc1ccccc1)C(=O)O)c1ccc(S(=O)(=O)N2CCCCC2)cc1 (stereo not drawn)	-2.4	-0.9	-2.9	-6.5	-2.2	i	-4.8	0.0	15.9	1.1
O=C(Cc1ccccc1[N+](=O)[O-])OCC(=O)c1ccccc1Br	-16.4	-1.8	-9.9	-0.7	-1.0	i	-12.0	0.3	-5.0	1.4
Cc1onc(-c2c(Cl)cccc2Cl)c1C(=O)N1C=CC(C(F)(F)F)=NCC1	1.0	-1.2	2.2	-0.1	-0.5	i	16.1	1.4	5.1	-2.7
O=C(Nc1ccc(Oc2ccc(NC(=O)C3CCCO3)cc2)cc1)C1CCCO1 (stereo not drawn)	1.6	-3.7	0.1	5.7	17.9	i	10.9	-0.4	2.7	2.7
O=C(O)CCNS(=O)(=O)c1ccccc1C(F)(F)F	-1.1	1.3	-3.9	-3.9	3.2	i	-0.5	-1.0	10.3	0.3
O=C(NC1CC1)c1ccc(S(=O)(=O)NC2CCCCCC2)cc1	3.0	0.5	-3.6	-5.8	1.0	i	-3.7	-0.5	-16.9	7.3
O=C(c1ccc2c(c1)OCO2)N1CCC(Cc2ccccc2)CC1	3.4	0.4	-3.3	-10.8	2.4	i	0.8	-1.1	-16.3	-1.8
CCOC(=O)c1c(NC(=O)c2ccc(S(=O)(=O)N(C)CC3CCCO3)cc2)sc2c1CCN(C)C2 (stereo not drawn)	-14.1	-0.6	0.5	-2.0	5.6	i	-31.9	6.2	-1.3	-11.6
O=C(CSc1nc2[nH]ncc2c(=O)n1-c1ccccc1)c1ccc2c(c1)OCCO2	-2.3	-4.1	9.2	-2.2	-2.1	i	17.6	1.3	18.5	-9.7
CCCCN(C)C(=O)C1CCCN(S(=O)(=O)c2ccc3c(c2)CC(C)N3C(=O)C2CC2)C1 (stereo not drawn)	0.5	0.5	-0.5	-5.2	-3.5	i	12.9	-0.9	23.1	-5.2
Cc1cccc(OCc2nnc(SCC(=O)OC3CCCCC3)o2)c1	-4.1	-2.6	-2.7	-13.1	2.1	i	6.4	1.9	3.0	-2.2
O=C(c1ccc(Cl)cc1)C1CCN(C(=O)c2ccccc2)CC1	4.8	89.0*	-1.0	-7.3	-0.4	i	16.9	-0.4	12.2	-0.7
COCCN1C(=O)N[C@@H](c2ccccc2)[C@@H](C(=O)OC)[C@H]1C	0.5	3.0	-8.5	-3.0	0.1	i	3.4	-0.8	-0.6	-1.6

Brought forward from above: 4 compounds, followed by the next part.
SMILES	SUMO1 PPI mod	DNMT1 block	NadD block	Scp1 inh	STEP inh	Rpn11 inh	CendR NRP1 mod	LMPTP block	SKN-1 block	MT1-MMP act inh
CCCCN(C)C(=O)C1CCCN(S(=O)(=O)c2ccc3c(c2)CC(C)N3C(=O)C2CC2)C1 (stereo not drawn)	0.5	0.5	-0.5	-5.2	-3.5	i	12.9	-0.9	23.1	-5.2
Cc1cccc(OCc2nnc(SCC(=O)OC3CCCCC3)o2)c1	-4.1	-2.6	-2.7	-13.1	2.1	i	6.4	1.9	3.0	-2.2
O=C(c1ccc(Cl)cc1)C1CCN(C(=O)c2ccccc2)CC1	4.8	89.0*	-1.0	-7.3	-0.4	i	16.9	-0.4	12.2	-0.7
COCCN1C(=O)N[C@@H](c2ccccc2)[C@@H](C(=O)OC)[C@H]1C	0.5	3.0	-8.5	-3.0	0.1	i	3.4	-0.8	-0.6	-1.6
CCn1c(Nc2ccccc2Cl)nc2ccccc21	4.3	3.5	-3.5	-4.5	0.9	i	-2.9	13.2	0.4	2.8
CCOc1ccc(N(CC(=O)NCCc2ccccc2)C(=O)CCC(=O)Nc2nccs2)cc1	-1.0	4.8	0.2	-7.1	-6.2	i	-0.8	-0.6	0.6	-0.4
CC(C)(O)C#Cc1ccc(CN2CCN(Cc3ccccc3)C(CCO)C2)s1 (stereo not drawn)	2.0	1.2	-2.6	1.1	-1.5	i	-3.8	1.1	14.8	-4.7
CC(C)(C)C(=O)NC(NC(=O)C(C)(C)C)c1ccc([N+](=O)[O-])cc1	-8.3	-2.1	-4.2	-4.9	-0.9	i	6.9	-1.1	-1.5	1.5
O=C(N/N=C/c1ccc(-c2cccc([N+](=O)[O-])c2)o1)c1ccc([N+](=O)[O-])cc1	-11.3	2.2	27.9	52.5*	3.2	i	9.4	1.9	6.0	4.2
CCOC(=O)N1CCC2CC1c1cc(Cl)ccc12 (stereo not drawn)	4.7	1.1	-1.0	-8.3	-0.7	i	9.4	-0.2	2.5	0.8
O=C(COC(=O)c1ccc(Br)o1)NCC1CCCO1 (stereo not drawn)	-0.3	6.3	-1.4	-1.5	-1.2	i	-3.0	-0.2	-0.7	-3.1
C=C1CCN([C@@H](C)C(=O)NCCCCCC)S(=O)(=O)c2ccccc21	-5.4	7.2	0.7	-2.7	0.9	i	6.9	1.9	-6.1	1.8
Cc1ccc(NC(=O)Nc2c(C)n(C)n(-c3ccccc3)c2=O)cc1	0.0	0.0	-3.0	-9.1	-3.9	i	13.6	0.4	2.0	7.0
O=C(O)c1cc(-c2ccccc2Cl)n(-c2ccccc2)n1	5.1	1.4	-1.8	-12.1	-4.2	i	5.5	-1.8	12.1	1.8
CCN1CCN(Cc2ccc(NC(=O)c3ccc(C)c(NC(=O)c4ccnnc4)c3)cc2C(F)(F)F)CC1	0.5	0.3	-5.4	-5.8	-1.0	i	1.9	-1.8	-13.0	2.0
CC1CCCN(C(=O)COc2ccc(Nc3ccccc3)cc2)C1 (stereo not drawn)	-2.9	-7.1	0.2	-6.2	1.4	i	10.5	0.9	-1.7	-1.3
CC12C(=O)N(Cc3ccco3)C(=O)C1C1c3ccccc3C2c2ccccc21 (stereo not drawn)	1.5	1.7	-6.2	-6.2	3.8	i	2.9	-0.4	2.4	-6.9
Cc1ccc2nc(NC(=O)CSCc3ccccc3)sc2c1	1.6	-4.2	1.5	-1.0	-4.4	i	-14.1	2.0	-1.1	0.1
O=c1[nH]c(NCCO)nnc1Cc1ccc(Cl)cc1	-3.1	0.4	-3.8	-5.9	-1.2	i	10.4	-1.9	-2.0	-4.3

Printed as active in Scp1 inh, among the entries above:
SMILES	SUMO1 PPI mod	DNMT1 block	NadD block	Scp1 inh	STEP inh	Rpn11 inh	CendR NRP1 mod	LMPTP block	SKN-1 block	MT1-MMP act inh
O=C(N/N=C/c1ccc(-c2cccc([N+](=O)[O-])c2)o1)c1ccc([N+](=O)[O-])cc1	-11.3	2.2	27.9	52.5*	3.2	i	9.4	1.9	6.0	4.2

More results
SMILES	SUMO1 PPI mod	DNMT1 block	NadD block	Scp1 inh	STEP inh	Rpn11 inh	CendR NRP1 mod	LMPTP block	SKN-1 block	MT1-MMP act inh
Cn1c(CSCc2ccc(F)cc2)nnc1SCC(=O)Nc1cccc(C(=O)O)c1	0.6	3.2	2.7	2.5	-0.6	i	6.1	-1.7	1.0	2.1
Cc1ccccc1NC(=O)CN1C(=O)c2cccnc2Oc2ccc(Cl)cc21	-2.7	-2.9	0.4	-4.7	-2.9	i	-9.9	0.4	26.2	-1.4
CCc1nc2c(OCc3ccc(C(F)(F)F)cc3)cccn2c1N(C)C(=O)C(C)C	1.2	9.1	1.1	.	4.4	i	-0.1	0.6	20.8	-1.1
COc1ccc(N(C)S(=O)(=O)c2cccc(C(=O)N3CCN(Cc4ccc5c(c4)OCO5)CC3)c2)cc1	10.2	-1.5	-4.0	3.9	0.1	i	3.2	-0.4	9.1	3.1
O=C(O)c1ccccc1NC(=O)C(Cc1ccccc1)N1C(=O)c2ccccc2C1=O (stereo not drawn)	4.6	0.1	-7.9	-11.0	2.0	i	2.9	-1.6	20.8	4.3
COc1ccccc1C(C)NC(=O)c1ccc(S(=O)(=O)NCc2ccco2)cc1 (stereo not drawn)	-0.3	2.0	-6.0	-9.6	-0.4	i	7.7	-1.7	7.4	-2.2
COc1ccc(COCC(O)CN2CCC(C(N)=O)CC2)cc1 (stereo not drawn)	1.6	2.3	-6.2	-0.8	2.8	i	7.3	-1.8	1.7	-0.1
CC1CC(C)(C)CC2(C1)NC(=O)N(CC(=O)Nc1ccc3c(c1)OCO3)C2=O (stereo not drawn)	-2.7	0.5	-2.5	.	1.1	i	-15.5	-1.2	9.5	5.9
CN1CCN(C(=O)C2=C[C@@H](c3ccc4c(c3)OCO4)C[C@@H](OCc3ccc(CO)cc3)O2)CC1	0.0	0.4	-4.6	-0.2	1.3	i	-7.2	-0.4	17.7	-0.9
O=[N+]([O-])c1ccc(CN2CCOCCOCCOCC2)cc1	-18.1	-1.1	-1.2	-4.2	-2.3	i	1.9	-1.6	0.1	-0.2
O=C1NN(c2ccccc2)C(=O)/C1=C\c1ccccc1OCC(=O)N1CCOCC1	4.3	5.1	-3.2	-2.7	0.1	i	-4.1	-0.1	1.7	-5.8

Screening results from PubChem.
